XiGFP reactiv: reactivates the inactive X chromosome in mouse fibroblasts; 360,000 compounds, 0.055% hits; activation, % at 7.58 µM; AID 743238; XiGFP mouse fibroblasts, % GFP-positive cells imaging, 3 d; cells co-treated with 5-aza-dC sensitizer; scaled so ellipticine positive control = 100%;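 active = mean normalized replicate activation at least 10% and every replicate at or above 10%; inconclusive = only one of the two criteria met; inactive = mean below 10% and not all replicates reach 10%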;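 note: 0% = median of on-plate neutral control wells and 100% = ellipticine 6 µM median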
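System: 68-5-11 XiGFP fibroblast line; Timing: 3 days compound exposure; Compound dosing: one concentration, pinned; Benchmarks: positive control ellipticine, 6 µM final; Buffer or medium: DMEM containing 5-aza-dC.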
RAD54 inh: blocks human RAD54 Holliday junction branch migration; FAM/BHQ fluorescence; inhibition, % at 10.4 µM; 360,000 compounds, 0.14% hits;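 active = mean normalized replicate activity at least 40 and at least half of replicates scoring 40 or more; inconclusive = only one of the two criteria met; inactive = mean below 40 and under half of replicates reaching 40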;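 note: 0% = median of neutral control wells and 100% = median of positive control wells; inhibitors cause a drop in the FAM fluorescence signal; in these data hits start at about 50%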
esBAF inh: SWI/SNF esBAF complex inhibition; 350,000 compounds, 2% hits; AID 602393; reporter increase, % at 12.5 µM; mouse ES cells, Bmi1-luciferase knock-in reporter, 24 h; 100% = twice the neutral-well signal; in the data active = activation above about 40%; inconclusive = no clear call, values can overlap the other calls;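 note: 0% = median of the plate's neutral control wells and 100% = double that signal; a rise in the Bmi1 reporter signal indicates esBAF inhibition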
ERAP1 HTS inh: ERAP1 (human) enzyme inhibition. Q9NZ08. recombinant ERAP1, Leu-AMC fluorescence, 60 min. inhibition, % at 10.7 µM. 340,000 compounds, 0.15% hits;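 active = mean replicate inhibition of at least 30%, or all replicates individually reaching that 30% level; inactive = mean below 30% and not every replicate reaching it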;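 note: 0% = neutral control wells and 100% = L-leucinethiol positive control wells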
Target sequence (Q9NZ08 whole entry, looked up): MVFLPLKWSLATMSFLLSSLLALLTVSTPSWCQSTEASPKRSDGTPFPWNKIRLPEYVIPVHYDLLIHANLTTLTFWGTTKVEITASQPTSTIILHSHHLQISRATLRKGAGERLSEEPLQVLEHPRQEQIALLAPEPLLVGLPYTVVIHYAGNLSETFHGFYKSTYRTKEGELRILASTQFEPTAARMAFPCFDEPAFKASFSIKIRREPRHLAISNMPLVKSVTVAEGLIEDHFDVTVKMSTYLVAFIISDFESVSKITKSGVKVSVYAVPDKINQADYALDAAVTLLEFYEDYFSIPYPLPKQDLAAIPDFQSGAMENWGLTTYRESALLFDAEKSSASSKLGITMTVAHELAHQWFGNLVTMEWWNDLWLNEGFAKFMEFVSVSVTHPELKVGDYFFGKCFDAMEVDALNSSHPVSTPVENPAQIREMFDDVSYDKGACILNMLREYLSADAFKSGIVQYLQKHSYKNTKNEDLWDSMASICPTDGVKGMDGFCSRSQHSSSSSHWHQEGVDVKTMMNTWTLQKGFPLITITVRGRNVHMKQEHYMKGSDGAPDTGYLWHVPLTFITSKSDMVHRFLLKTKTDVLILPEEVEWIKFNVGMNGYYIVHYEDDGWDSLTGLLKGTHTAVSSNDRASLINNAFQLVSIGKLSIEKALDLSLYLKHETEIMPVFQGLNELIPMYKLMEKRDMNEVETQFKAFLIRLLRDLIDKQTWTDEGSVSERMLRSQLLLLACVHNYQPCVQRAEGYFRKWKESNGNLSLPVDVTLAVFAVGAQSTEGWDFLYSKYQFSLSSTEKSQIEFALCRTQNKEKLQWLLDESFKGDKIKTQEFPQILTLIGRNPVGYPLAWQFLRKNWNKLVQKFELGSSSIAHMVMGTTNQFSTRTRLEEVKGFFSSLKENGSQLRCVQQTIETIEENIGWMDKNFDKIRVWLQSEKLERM
ARNT-TACC3 inh: disrupts binding between human ARNT and TACC3. Q9Y6A5. AlphaScreen His-ARNT PAS-B/GST-TACC3 binding, luminescence; TACC3 fragment carries E629A point mutation. 390,000 compounds, 0.66% hits. AID 623870. inhibition, % at 9.99 µM;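 active = mean inhibition of replicates at least 50% and at least half of replicates each reaching 50%; inconclusive = half or more replicates reach 50% but mean below 50%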;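 note: 0% = complete ARNT plus TACC3 wells and 100% = ARNT alone without TACC3; many hits fall short of the cut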
GSIS activator: GLuc luminescence reporter in INS-1E cells, primary screen for activators of glucose-dependent secretion of insulin | INS-1E GLuc reporter insulin secretion, 2-3 h | activation, % at 16.6 µM | 370,000 compounds, 0.61% hits | AID 743287;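 active = lowest replicate activation of at least 40%, so every replicate reaches that level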;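 note: 0% = median of neutral control wells and 100% = median of IBMX positive control wells; some compounds called inactive have numbers as strong as hits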
RAD52 anneal inh: blocks human RAD52 DNA annealing; inhibition, % at 18.7 µM; 360,000 compounds, 0.46% hits; P43351; recombinant RAD52 DNA annealing, FRET fluorescence;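 active = every replicate showing at least 50% inhibition; inconclusive = mean inhibition at least 50% but not in every replicate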
CFTR F508del cor: correctors of CFTR F508del function in bronchial epithelial cells | CFBE cells, YFP halide quenching; stimulated with forskolin plus potentiator P3; % fluorescence drop versus neutral controls | activity (quench increase), % at 7.58 µM | 350,000 compounds, 0.36% hits;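 active = mean added fluorescence quench of at least 8% versus neutral control, with both replicates also reaching 8%; inconclusive = only one of the mean or replicate conditions met; inactive = mean below 8% and not both replicates reaching 8%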;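 note: cells transiently co-express mutant CFTR-F508del with the halide-sensitive YFP; corrector assay measuring rescue of mutant channel to the surface after 24 h compound exposure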
An asterisk follows results filed as active; ? = inconclusive; nt = no result given.

SMILES	XiGFP reactiv	RAD54 inh	esBAF inh	ERAP1 HTS inh	ARNT-TACC3 inh	GSIS activator	RAD52 anneal inh	CFTR F508del cor
COc1ccc(CNC(=O)C[C@@H]2C[C@H]3c4cc(NS(C)(=O)=O)ccc4O[C@H]3[C@H](CO)O2)cc1	-0.1	6	0	0	1	-5	5	-2.9
C[C@H]1CN([C@@H](C)CO)C(=O)c2cccc(NS(=O)(=O)c3cccs3)c2O[C@H]1CN(C)S(=O)(=O)c1ccc(Cl)cc1	0.1	-8	6	-1	nt	-13	-55	-0.5
CNC[C@@H]1OCCCC[C@H](C)Oc2ccc(NC(=O)Nc3c(C)noc3C)cc2C(=O)N([C@H](C)CO)C[C@@H]1C	0.0	nt	-1	nt	nt	5	nt	3.0
CCC(=O)N(C)C[C@@H]1Oc2ncc(-c3ccccc3F)cc2C(=O)N([C@H](C)CO)C[C@H]1C	-1.0	-7	1	-1	-3	5	-1	0.5
Cc1cc(S(=O)(=O)NCc2ccccc2)ccc1OCC(=O)N1CCOCC1	0.0	-1	9	-1	nt	9	-1	-0.6
CC(C)(C)C(c1nc2ccccc2[nH]1)n1c(-c2cc(Cl)cc(Cl)c2)nc2ccccc21 (centres undefined)	0.1	nt	nt	2	nt	-12	-4	-1.2
Cc1nn(CC(=O)N2CCN(C(=O)c3ccco3)CC2)c(C)c1[N+](=O)[O-]	0.0	-8	-6	0	-2	40	-49	-0.1
O=C(NCCc1ccccc1)c1ccc(S(=O)(=O)N2CCCC2)cc1	-0.1	-4	18	6	nt	0	-11	-1.1
CC(C)S(=O)(=O)c1nsc2nc(=O)c(/C=C3\C=Nc4ccccc43)c(N)n12	0.0	-13	-2	9	5	20	-19	nt
CSc1ccc(/C=C(/NC(=O)c2ccc(C)cc2)C(=O)Nc2cccc(F)c2)cc1	0.0	-1	-11	nt	-4	27	nt	nt
O=C1NCCN/C1=C\C(=O)c1cccc(Br)c1	0.1	nt	nt	3	14	3	-12	1.6
Cc1cc(=O)n2nc(N3CCCC(C(=O)NCc4ccccc4Cl)C3)sc2n1 (centres undefined)	0.1	4	3	1	6	11	-13	1.2
COc1ccc(/C=N/n2cnnc2)cc1Br	0.1	-1	nt	0	nt	nt	-7	2.2
CCCCOc1ccc(-c2ncc(Cl)cn2)cc1	nt	11	86*	-3	-8	-1	2	-1.2
C[C@H]1CN([C@@H](C)CO)C(=O)c2cc(NS(=O)(=O)c3ccc(F)cc3)ccc2O[C@@H]1CN(C)Cc1ccccc1	1.3	-1	-3	-1	-5	13	7	0.0
COc1ccc(Cl)cc1NC(=O)CSc1nc(-c2ccccc2)cc(=O)[nH]1	0.2	0	5	1	-9	-3	-9	3.5
COc1cc(C(C(=O)NC2CCCCC2)N(C(=O)Cc2c[nH]c3ccccc23)c2ccccc2C)cc(OC)c1OC (centres undefined)	0.0	-4	nt	nt	-3	-16	nt	nt
O=C(CN1C(=O)NC2(CCc3ccccc32)C1=O)c1ccccc1 (centres undefined)	0.1	0	nt	3	nt	8	2	0.0
COc1ccc(NC(=O)Nc2ccc3c(c2)C(=O)N([C@@H](C)CO)C[C@H](C)[C@H](CN(C)Cc2ccncc2)OCCCC[C@H](C)O3)cc1	0.0	-2	-1	2	2	-19	6	-1.8
C=CCC[C@H](Cc1ccc(F)cc1)C(=O)OC[C@H](C)NC(=O)[C@H](CC=C)CC(=O)NCCO	0.0	-13	3	1	-4	-18	-16	0.9
COCc1c(C(=O)NCC2COc3ccccc3O2)oc2ccccc12 (centres undefined)	0.0	0	-4	-2	nt	2	-7	0.2
C[C@H]1CN([C@@H](C)CO)S(=O)(=O)c2ccc(C#Cc3cccc(F)c3)cc2O[C@H]1CN(C)C(=O)CN1CCOCC1	-0.6	-5	-2	2	9	-16	-14	3.5
O=C(Cn1nnc2ccccc2c1=O)Nc1cccc(S(=O)(=O)N2CCOCC2)c1	0.5	nt	nt	-3	-7	-4	-10	?
Cc1cccc2nc(-c3ccccc3)c(-c3ccc(CN4CCC(n5cc(-c6ccccc6)[nH]c5=O)CC4)cc3)nc12	-0.1	nt	nt	1	nt	8	62*	2.3
CCNC(=O)C[C@H]1CC[C@@H]2[C@H](COC[C@H](O)CN2C(=O)C2CCOCC2)O1	0.0	-6	-6	0	-3	18	-60	-4.2
SMILES	XiGFP reactiv	RAD54 inh	esBAF inh	ERAP1 HTS inh	ARNT-TACC3 inh	GSIS activator	RAD52 anneal inh	CFTR F508del cor
COc1cccc(CNC(=O)C[C@@H]2CC[C@@H]3[C@H](COc4ccc(NS(=O)(=O)c5ccccc5F)cc4C(=O)N3C)O2)c1	0.0	-3	1	0	0	-9	16	3.6
O=C(COC(=O)c1cccnc1)c1ccc(Cl)cc1	nt	2	6	1	0	-1	-5	0.9
COc1cc2cc(CN(CCCO)S(=O)(=O)c3ccccc3Cl)c(=O)[nH]c2cc1OC	nt	nt	nt	1	14	nt	-15	0.7
CC(=O)N1[C@@H]2c3ccc(-c4cccnc4)c(=O)n3C[C@H]1[C@H](CO)[C@H]2C(=O)NC1Cc2ccccc2C1	0.0	-21	-3	-3	-1	8	5	-0.1
FC(F)(F)c1cccc(N2CCN(c3ccc4nnc(-c5ccccc5)n4n3)CC2)c1	nt	-1	15	nt	-8	12	nt	nt
CCC(C)NC(=O)C1CCN(S(=O)(=O)c2cccc3cccnc23)CC1 (centres undefined)	0.6	-2	-1	1	-8	-8	-8	-2.1
COc1ccc(CN(C(=O)c2ccc(CN3CCOCC3)o2)C(C(=O)NCC2CCCO2)c2ccc(F)cc2)cc1 (centres undefined)	-0.1	1	5	-4	1	4	-13	3.6
CCCN(C)C[C@H]1Oc2ncc(C#CC3CCCCC3)cc2C(=O)N([C@H](C)CO)C[C@@H]1C	-0.2	3	-4	1	4	13	8	0.5
CC(O)CNCc1ccc(-c2ccccc2)cc1 (centres undefined)	nt	5	4	nt	-3	33	nt	nt
CCCCN1C(=O)C(=O)N(c2ccccc2)C1=S	-0.1	nt	nt	2	17	5	-19	nt
COc1ccc(S(=O)(=O)Nc2ccc3c(c2)C(=O)N([C@@H](C)CO)C[C@@H](C)[C@H](CN(C)Cc2ccncc2)OCCCC[C@@H](C)O3)cc1	0.3	2	6	-1	-10	-4	-7	-0.1
COc1cccc(-n2c(=O)[nH]cc(C(=O)Nc3ccc4c(c3)OCCO4)c2=O)c1	0.3	-15	-4	4	-26	-1	-2	-1.1
COc1ccccc1NC(=O)Nc1nc(C(N)Cc2ccccc2)cs1 (centres undefined)	0.0	0	-6	2	nt	nt	-61	4.7
CSCCC(NC(=O)c1ccccc1Cl)C(=O)NC1CCN(Cc2ccccc2)CC1 (centres undefined)	0.0	-3	-3	1	-1	8	-13	-1.4
COc1ccc(C(=O)OCC(=O)Nc2ncc([N+](=O)[O-])s2)cc1OC	-0.1	-9	11	1	nt	nt	-22	0.6
Cc1ccc(S(=O)(=O)CS(=O)(=O)c2ccc(C)cc2)cc1	1.7	nt	nt	1	-4	5	-2	-2.3
O=C(COC(=O)CC1CCCCC1)Nc1c(Cl)cccc1Cl	0.0	-3	-4	3	-2	-8	-19	1.2
Cc1ccc(NS(=O)(=O)Cc2ccccc2)nc1	0.0	nt	nt	3	-20	-8	-20	0.1
CCOc1ccc(CC2CC(=O)NC2=O)cc1 (centres undefined)	nt	2	-12	nt	-8	-6	nt	nt
CC(C)(C)NC(=O)CN(C(=O)CNS(=O)(=O)c1ccc(Cl)cc1)c1ccc2c(c1)OCCO2	0.0	1	-3	2	-1	-3	-8	-1.8
CC(=O)N1[C@@H](CO)[C@@H](c2ccc(C3=CCCC3)cc2)[C@@H]1CNC(=O)CN(C)C	0.2	5	3	nt	-2	9	nt	2.3
Cc1ccc2c(C(=O)CCl)c(C)[nH]c2c1	-0.1	-1	-1	-1	-10	-5	-10	-3.9
Cc1ccccc1OCCC(=O)OCC(=O)N1CCN(S(=O)(=O)c2ccc(Cl)cc2)CC1	0.1	4	-4	4	0	-46	-4	0.4
O=C(Nc1ccccc1)N[C@H]1CC[C@H](CCNC(=O)c2ccccc2F)O[C@H]1CO	0.7	-9	0	1	-5	23	-10	0.3
COc1ccc(S(=O)(=O)Nc2ccc3c(c2)C(=O)N([C@H](C)CO)C[C@@H](C)[C@@H](CN(C)S(=O)(=O)c2c(C)noc2C)O3)cc1	0.2	2	-2	-3	-8	29	-12	-0.6
SMILES	XiGFP reactiv	RAD54 inh	esBAF inh	ERAP1 HTS inh	ARNT-TACC3 inh	GSIS activator	RAD52 anneal inh	CFTR F508del cor
O=C(Cn1cnc2c(nnn2Cc2ccccc2)c1=O)NCC1CCCO1 (centres undefined)	0.1	-6	-5	3	-6	nt	5	3.0
c1coc(-c2nc3ccccc3nc2-c2ccco2)c1	nt	-1	6	9	14	-43	-36	-3.8
CO[C@H]1CN(C)C(=O)c2cc(NC(=O)Nc3ccccc3F)ccc2OC[C@H](C)N(Cc2ccccc2C(=O)O)C[C@H]1C	0.1	2	-3	-2	1	7	-5	1.9
CN(c1cccc(NC(=O)c2ccc(N(C)S(=O)(=O)c3ccccc3)cc2)c1)S(C)(=O)=O	0.1	nt	nt	3	1	-16	-4	-3.8
COc1ccc(NC(=O)Nc2ccc3c(c2)C(=O)N([C@@H](C)CO)C[C@H](C)[C@@H](CN(C)S(=O)(=O)c2ccc(Cl)cc2)OCCCC[C@H](C)O3)cc1	0.1	-2	-13	1	-2	-4	0	-3.6
O=C1C(Cc2ccccc2)Nc2ncnc(N3CCCCC3)c2N1Cc1ccccc1 (centres undefined)	-0.1	-13	-3	nt	11	-6	-76	-3.1
CCOC(=O)N1CCN(C(=O)CSc2ccc(C(F)(F)F)cc2[N+](=O)[O-])CC1	0.1	-9	2	3	-3	-2	5	1.0
O=C(C[C@H]1CC[C@H](NC(=O)C2CCOCC2)[C@H](CO)O1)NCC1CCCCC1	0.1	-6	2	-4	-3	6	-3	0.7
Cc1cc(C)n2nc(C)c(-c3ccc(Cl)cc3)c2n1	0.0	-8	-14	3	-4	-1	4	0.4
Cc1ccc(OC(=O)N(C)C[C@@H]2OCc3ccccc3-c3ccccc3C(=O)N([C@H](C)CO)C[C@@H]2C)cc1	-0.2	4	7	-1	4	1	8	-4.1
CCCOc1ccccc1/C=N/NC(=O)C1CC1	0.2	-4	-7	1	-37	-3	-8	0.8
COc1ccc2c(C)cc(N3CCN(Cc4ccccc4)CC3)nc2c1	-0.1	2	-1	37*	6	4	1	0.2
COc1ccccc1C#Cc1ccc2c(c1)[C@H]1[C@H](CCN1C(=O)c1ccncc1)[C@H](CO)N2	nt	-6	13	nt	3	nt	nt	4.2
COc1cc(C(=O)N/N=C(\Cc2ncc[nH]2)c2ccccc2)cc(OC)c1OC	0.2	nt	nt	0	23	11	-35	0.6
CCCC#Cc1ccc([C@@H]2[C@@H](CO)N3CCCCN(S(=O)(=O)Cc4ccccc4)C[C@@H]23)cc1	0.1	3	0	-2	5	-19	-19	5.8
O=C(c1cnccn1)N1CC(=O)N2[C@H](CO)[C@@H](c3ccc(C#CC4CCCC4)cc3)[C@H]2C1	0.0	nt	nt	2	nt	20	-10	-0.6
CCCN1[C@@H]2c3ccc(/C=C/c4ccccc4)c(=O)n3C[C@@H]2[C@@H](CO)[C@@H]1C(=O)NCC	0.1	-2	-2	-1	-3	1	-20	0.5

From PubChem BioAssay
